Tb PYK inh = blocks Trypanosoma brucei pyruvate kinase; Potency, µM (series often up to 76.8 µM), for the others: at the top dose activity, negative = inhibition, actives largely listed as inhibitors; AID 624173; Q57TT1; TbPYK enzyme, Kinase-Glo Plus ATP luminescence, 45 min; hit rate 0.12% among 410,000; note: potency is the fitted concentration of half-maximal effect; % is set by controls: 0 for no effect and ±100 for the full control effect; nearly all actives have a fitted effect of over 50% in size
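TbPYK + substrate in 50 mM TEA pH 7.2, 100 mM KCl, 10 mM MgCl2, 0.05% BSA, 0.01% Tween-20; cpd pinned; ADP 130 uM final; 45 min RT; Kinase-Glo Plus 10 min; luminescence endpoint.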
CHX counter = counter-screen hit for Shiga toxin inhibitors, cycloheximide; cell reporter, cycloheximide protein synthesis inhibition counterscreen; max response, %; hit rate 12% among 300,000; AID 2314; in the data active = max response mostly above about 13%, no sharp cut-off; inactive = mostly below about 14%; note: read at 38.3 µM for the half of the compounds with a filed dose; 0% is about no effect
Pf growth 96h = P. falciparum growth inhibition at 96 hour, primary screen for plastid delayed-death inhibitors | P. falciparum luciferase reporter growth, 96 h | Potency, µM (titrated, usually from 28.7 µM), for the others: top-dose activity change, negative = inhibition, actives largely listed as inhibitors | hit rate 6.9% among 320,000; note: potency is the fitted concentration of half-maximal effect; % is set by controls: 0 for no effect and ±100 for the full control effect
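P. falciparum expressing integrated firefly luciferase, in erythrocytes at 2% hematocrit, 0.05% parasitemia, incubated with compounds 96 h at 37 C, 5% CO2. Growth inhibition read as loss of luminescence; two-generation exposure targets delayed-death apicoplast inhibitors.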
HCV inh = inhibitors of hepatitis C virus infection | Potency, µM (series often up to 41.8 µM), for inactives: at the highest dose activity change, negative = inhibition, hits mostly inhibitors | hit rate 3.4% among 340,000 | AID 651820 | Huh7.5.1 HCVcc-Cre infection, luciferase reporter, 44 h; note: potency is the fitted concentration of half-maximal effect; % is set by controls: 0 for no effect and ±100 for the full control effect
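Luciferase read-out (15 sec integration) after a 15 min room-temperature substrate step quantifies HCVcc-Cre infection. Cells, 1,000 per well, had compound added 4 h post-plating, then virus at ~0.5 moi, and were cultured 44 h.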
Shiga toxin inh = Shiga toxin inhibition; inhibition, % at 38.7 µM; Vero cells, Shiga toxin protein synthesis inhibition reporter; hit rate 9.2% among 290,000; in the data active = inhibition mostly above about 28%, no sharp cut-off; inactive = mostly below about 43%; note: 0% is about no effect
Pf growth 48h = inhibits P. falciparum growth in the first generation, 48 h; P. falciparum luciferase growth in erythrocytes, 48 h; Potency, µM (doses to about 28.7 µM), inactives show at the highest dose activity change, negative = inhibition, hits mostly inhibitors; hit rate 5.9% among 310,000; note: potency is the fitted concentration of half-maximal effect; % is set by controls: 0 for no effect and ±100 for the full control effect
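Luciferase-expressing parasites in RBCs, 2% Hct / 0.1% parasitemia final; RPMI 1640 + 0.5% Albumax; 37 C, 5% CO2, one generation; luminescence read-out, lower signal = inhibition.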
LmPK inhibitor = LmPK (Leishmania mexicana) enzyme inhibition; purified LmPK, Kinase-Glo ATP luminescence, 1 h; Potency, µM (series often up to 57.5 µM), inactives show at the top dose activity change, negative = inhibition, most hits filed as inhibitors; hit rate 0.37% among 290,000; note: potency is the fitted concentration of half-maximal effect; % is set by controls: 0 for no effect and ±100 for the full control effect
Target sequence (Q27686 whole entry, looked up): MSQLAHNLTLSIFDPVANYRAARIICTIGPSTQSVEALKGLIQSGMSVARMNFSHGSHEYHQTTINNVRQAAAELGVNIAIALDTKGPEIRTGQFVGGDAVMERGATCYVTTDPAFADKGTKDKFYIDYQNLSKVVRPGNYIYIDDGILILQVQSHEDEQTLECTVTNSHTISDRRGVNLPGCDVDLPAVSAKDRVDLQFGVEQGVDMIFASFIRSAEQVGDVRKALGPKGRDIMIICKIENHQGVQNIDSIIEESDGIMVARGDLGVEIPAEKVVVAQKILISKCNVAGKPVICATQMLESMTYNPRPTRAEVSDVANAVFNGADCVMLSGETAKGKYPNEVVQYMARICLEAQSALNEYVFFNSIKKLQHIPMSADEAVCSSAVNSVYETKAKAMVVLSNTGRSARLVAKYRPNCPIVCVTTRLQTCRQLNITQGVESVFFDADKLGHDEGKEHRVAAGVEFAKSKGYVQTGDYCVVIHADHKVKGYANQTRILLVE
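Purified LmPK (0.1 nM) converted ADP (0.1 mM) to ATP with PEP (0.5 mM) in imidazole buffer pH 7.2 with KCl and MgCl2, 1 h at room temperature. ATP was read by Kinase-Glo luminescence; data normalized to uninhibited and no-enzyme controls.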
An asterisk follows results filed as active; ? = inconclusive; . = not tested or not shown; & = joins results of further samples; [ ] = another dose, or the depositor's remark. Unless noted, calls come from the whole dose curve; as a rule, active = well fitted curve in the direction sought with a large enough effect; inconclusive = small, poorly fitted or top-dose-only effect, or another doubt; inactive = no such curve, though single readings can be large; an effect the other way counts as inactive or inconclusive.

Results follow in this order: Tb PYK inh	CHX counter	Pf growth 96h	HCV inh	Shiga toxin inh	Pf growth 48h	LmPK inhibitor
- Cc1ccc(Sc2nc(-c3ccccc3)nnc2C(F)(F)F)cc1
 : 5%	-3	0%	?	-9	13µM*	-7%
- O=C(/C=C/c1cccc([N+](=O)[O-])c1)Nc1ccccn1
 : 5%	8	?	-15%	39	69%[activator]	-2%
- N#Cc1ccc(Oc2c(Cl)cncc2Cl)cc1
 : -5%	-5	7%	7%	-8	5%[0.00184 µM]	-1%
- Cc1ccc(Cn2c(N)nc3ccccc32)cc1
 : -12%	1	-4%	10µM*	-11	-7%	-3%
- COc1ccc(Cc2nnc(NC(=O)c3ccc(OC)c(OC)c3)s2)cc1
 : 8%	0	?	?	-1	-3%	0%
- CSc1nc(-c2ccccc2)nc(N2CCCC2)c1C(C)=O
 : -11%	14	.	?	-16	3%	2%
- Cc1ccc(S(=O)(=O)Nc2c(NC3CCCCC3)c3ccccc3oc2=O)cc1
 : 23%	2	8%	6%	-7	22%	-1%
- CCN(CC)c1ccc(C(=O)N/N=C/c2ccccc2OC(F)F)cc1
 : -8%	26*	?	11µM*	28	10µM*	-5%
- c1ccc(-n2ncc3c(NCc4cccs4)ncnc32)cc1
 : -1%	51*	88%[activator]	?	52*	70%[activator]	1%
- CCOc1cc(C2C(C(=O)OC)=C(C)N=C3SC(C)C(=O)N32)ccc1OC(C)=O (stereo unspecified)
 : 8%	-3	.	10%	0	29%	2%
- Cc1ccc(NC(=O)CSCC(=O)N2CCN(c3cccc(C(F)(F)F)c3)CC2)cc1
 : -7%	.	-26%	-3%	.	?	.
- O=C(Nc1ccccc1Cl)Nn1cnnc1
 : -4%	6	23%	22%	14	0%	1%
- O=C(Cc1ccccc1)NNC(=O)c1ccccc1C(=O)O
 : -17%	15*	92%[activator]	-5%	27	52%[activator]	-1%
- O=C(C1CC(=O)N(c2ccccc2)C1)N1CCN(C2=NS(=O)(=O)c3ccccc32)CC1 (stereo unspecified)
 : 3%	0	12%	6%	-20	3%	1%
- CCn1c2ccccc2c2cc(NC(=O)COC(=O)c3ccc(O)cc3)ccc21
 : 6%	.	24%	?	.	0%	.
- Cc1ccc(CN2CCN(/N=C/c3cc(Br)cc(Br)c3O)CC2)cc1
 : -6%	-4	-6%	-14%	-6	21%	2%
- COc1ccc(N2C(=O)C3C(C2=O)C2C=CC3C23CC3)c([N+](=O)[O-])c1 (stereo unspecified)
 : -2%	-1	-10%	5%	18	33%[activator]	5%
- CCOCCCNC(=O)c1cc(-c2ccc(Br)s2)nc2ccccc12
 : -1%	-1	10µM*	-16%	30	.	-8%
- O=C(NNC(=S)Nc1ccc(F)cc1)c1cccc([N+](=O)[O-])c1
 : 1%	8	82%[activator]	8%	7	62%[activator]	-2%
- O=[N+]([O-])c1ccc(-n2ccnc2)cc1
 : -1%	-3	-8%	21%	-10	3%	-4%
- CC[C@H](C)C(N)c1cn([C@@H](CC(N)=O)C(=O)N2CCNCC2)nn1 (stereo partly specified)
 : -3%	.	-4%	-1%	.	-18%	.
- S=c1[nH]nc(-c2ccc(Br)cc2)n1-c1ccc(Br)cc1
 : ?	1	-24%	6%	5	-4%	?
- Cc1ccc2oc(=O)c3cc(C(=O)NCCCN4CCc5ccccc5C4)sc3c2c1
 : 0%	-2	12µM*	-20%	-14	-17%	3%
- O=[N+]([O-])c1cc(Cl)ccc1N1CCOCC1
 : -4%	-2	24%	9%	-3	15%	-1%
- COc1cc(OC)cc(-c2nc(=S)n3ccsc3n2)c1
 : 3%	-1	19%	18%	-20	10%	3%
- COc1cccc(NC(=O)CCC(=O)Nc2cc(OC)c(NC(=O)c3cccs3)cc2OC)c1
 : 2%	-3	0%	-13%	-4	-5%	-4%
- CCOC(=O)c1[nH]c(C)c(C(=O)C(C)C)c1C
 : -3%	17*	68%[activator]	7%	17	.	12%
- O=C(COC(=O)c1ccc(CO)cc1)Nc1ccc(OC(F)F)cc1
 : 4%	2	25%	-18%	-9	-16%	5%
- COc1ccc2c(c1)c(=O)oc1cc(OCC(=O)NCC3CCC(C(=O)O)CC3)ccc12 (stereo unspecified)
 : -3%	-3	9%	20%	-5	12%	-8%
- COc1ccc(NC(=O)C2CC(=O)N/C(=N/N=C/c3ccco3)S2)cc1 (stereo unspecified)
 : -2%	3	0%	-8%	7	5%	4%

(listing goes on)
Results follow in this order: Tb PYK inh	CHX counter	Pf growth 96h	HCV inh	Shiga toxin inh	Pf growth 48h	LmPK inhibitor
- C[C@H](NS(=O)(=O)c1ccccc1)C(=O)OCC(=O)NC(=O)Nc1ccc2c(c1)OCCO2
 : -3%	74*	43%[activator]	13%	86*	56%[activator]	1%
- COCCNC(=S)N/N=C(\C)c1cc2ccccc2o1
 : -18%	9	?	?	25*	25%	3%
- O=C(Nc1cccc(C(F)(F)F)c1)c1ccc2nc(-c3ccco3)c(-c3ccco3)nc2c1
 : ?	13	.	?	-27	?	-3%
- CCc1nonc1NC(=O)c1oc2ccc(Br)cc2c1C
 : 4%&0%	-8	26%	12%	8	16%	-6%
- CCOC(=O)c1sc(=S)n(-c2cc(F)ccc2F)c1N
 : -13%	-5	-11%	-26%	-21	-13%	2%
- CN(CC(=O)Nc1ccccc1Cl)C(=O)c1ccc(-c2cccc(C(F)(F)F)c2)o1
 : 1%	.	0.41µM*	?	.	2.1µM*	.
- CCC(CC)C(=O)NCCc1cc2cc(C)c(C)cc2[nH]c1=O
 : 0%	-2	4%	4%	-1	7%	-2%
- O=C(Cn1c(SCC(=O)NC2CCCC2)nnc1-c1ccncc1)Nc1ccc2c(c1)OCO2
 : 5%	-6	24%[5.75 µM]	-14%	-22	?	-1%
- CC(NC(=O)COC(=O)c1ccccc1SCC(=O)N1CCCC1)c1ccccc1 (stereo unspecified)
 : 1%	.	3%	20%	.	-9%	.
- CC(=O)O[C@H]1CC[C@@]2(C)C(=CC[C@@H]3[C@@H]2CC[C@]2(C)C(=O)CC[C@@H]32)C1
 : -5%	.	-12%	10%	.	-15%	.
- CCc1n[nH]c(=S)n1/N=C/c1cc(Br)c(OC)cc1OC
 : ?	-4	-23%	5%	-7	-4%	-12%
- CCOc1ccc(S(=O)(=O)NCCSCc2ccco2)cc1
 : -5%	7	.	-16%	-2	16%	1%
- CC1CCN(c2c(NCC3CCC(C(=O)N4CCc5ccccc5C4)CC3)c(=O)c2=O)CC1 (stereo unspecified)
 : 0%	-4	-18%	7%	-15	.	4%
- COC(=O)C1=C(C)N(CCC2=CCCCC2)C(=O)C1
 : -8%	21*	.	0%	24	-5%	0%
- Cc1cc(C(=O)NCc2ccccc2)c(=O)[nH]c1C
 : .	1	38%[activator]	-15%	17	17%	-1%
- O=C(CN1C(=O)NC2(CCCC2)C1=O)Nc1cccc(C(F)(F)F)c1
 : 0%	-5	11%	-1%	-5	18%	5%
- CCOC(=O)c1sc(NC(=O)CSc2nc(C)cc(-c3ccccc3)n2)c(C#N)c1C
 : 6%	9	41%	24%	-8	5%	1%
- Cc1ccc(NC(=O)Nc2nc(-c3ccc(C)s3)cs2)cc1
 : 0%	23	15µM*	?	-4	-11%	-1%
- CC1CCc2sc(C(=O)NNC(=S)NC3CC3)cc2C1 (stereo unspecified)
 : -13%	21*	20%	2%	24	51%[activator]	-1%
- COC(=O)c1ccc2c(=O)n(CC3CCCO3)c(SCC(=O)Nc3ccccc3Cl)nc2c1 (stereo unspecified)
 : 0%	-4	10µM*	-3%	-11	.	-1%
- COCCCNC(=O)CCCn1c(=O)[nH]c2ccccc2c1=O
 : -9%	-3	?	-4%	-10	4%	-5%
- COCCNC(=O)C(c1ccccc1F)N(C(=O)C(=O)NC1CCCC1)C1CCCCC1 (stereo unspecified)
 : -8%	2	12µM*	?	15	-4%	9%
- CCOC(=O)N(CC)c1ccc(C(O)(C(=O)OC)C(F)(F)F)cc1 (stereo unspecified)
 : -2%	-3	5%	12%	-5	3%	6%
- O=C(NCCc1cccs1)C1CC(c2ccccc2F)=NO1 (stereo unspecified)
 : -2%	11	60%[activator]	2%	19	45%[activator]	-2%
- CCc1ccc(CNCCSc2nnnn2C)cc1
 : 5%	10	20%	-2%	15	.	4%
- CCOc1ccc(C(=O)CCC(=O)Nc2ncccc2O)cc1
 : -10%	.	?	?	.	?	.
- COc1cc2c(cc1OC)C(c1ccc(O)cc1)NCC2 (stereo unspecified)
 : -20%	-2	10%	21%	-6	-16%	-2%
- Cc1cccc(N(CC(=O)NC(C)(C)C)C(=O)CNC(=O)c2cccs2)c1
 : 0%	-2	-19%	17%	-8	?	2%
- C[C@H](C(=O)CC(=O)OC(C)(C)C)[C@H](O)c1ccccc1
 : 0%	9&3	89%[activator]	-4%	-1&13	38%[activator]	-2%
- O=C(CN1CCN(c2nc(-c3ccccc3)cs2)CC1)NCc1ccc2c(c1)OCO2
 : -27%	-3	13%	?	-10	-12%	1%

Some entries already given, showing only HCV inh and Pf growth 48h.
canonical_smiles	HCV inh	Pf growth 48h
COCCNC(=S)N/N=C(\C)c1cc2ccccc2o1	?	25%
O=C(CN1C(=O)NC2(CCCC2)C1=O)Nc1cccc(C(F)(F)F)c1	-1%	18%
CC1CCc2sc(C(=O)NNC(=S)NC3CC3)cc2C1 (stereo unspecified)	2%	51%[activator]

Continuation:
Results follow in this order: Tb PYK inh	CHX counter	Pf growth 96h	HCV inh	Shiga toxin inh	Pf growth 48h	LmPK inhibitor
- O=C(/C=C/c1ccc([N+](=O)[O-])cc1)N(c1ccccn1)C1CCCCC1
 : -13%	1	?	-9%	-10	?	-2%
- CC(=O)Nc1ccccc1OCc1cnc(Cl)s1
 : -1%	1	-24%	12%	7	0%	0%
- CCOc1ccc(C(=O)NC(C)CCc2ccccc2)cc1 (stereo unspecified)
 : 0%	28*	-32%	-6%	29*	-4%	3%
- CSCCC(NC(=O)c1ccc(Cl)cc1Cl)C(=O)N1CC(C)OC(C)C1 (stereo unspecified)
 : -7%	.	-12%	?	.	-20%	.
- CCOc1ccc(C2CC(=O)NC3=C2C(=O)CCC3)cc1Cl (stereo unspecified)
 : 7%	-7	?	4%	-3	0%	-8%
- Cc1ccc(S(=O)(=O)NCC2CCC(C(=O)NCCCN3CCCC3=O)CC2)cc1 (stereo unspecified)
 : 3%	-9	-7%	20%	-5	0%	-9%
- Cc1cc(N)c2cc(NC(=O)/C=C/c3ccccc3Cl)ccc2n1
 : -2%	1	0.59µM*	11µM*	13	0.47µM*	-1%
- COc1cccc2cc(C(N)=O)oc12
 : -1%	13	18%[5.75 µM]	-3%	-20	12%	0%
- COc1ccc(N2CCN(S(=O)(=O)c3cccc(C(F)(F)F)c3)CC2)cc1
 : -2%	-2	.	-2%	-2	-4%	0%
- CCOC(=O)C1CCCN(C(=O)c2cccc(S(=O)(=O)N3CCCC3)c2)C1 (stereo unspecified)
 : -8%	.	?	-4%	.	?	.
- COc1ccc(CC(=O)Oc2cc(C)[nH]c(=O)c2[N+](=O)[O-])cc1
 : -4%	6	32%[activator]	11%	-1	39%[activator]	-7%
- CSc1nnc(NC(=O)c2ccco2)s1
 : -7%	16*	15%	8%	.	102%[activator]	0%
